MLL CXXC-DNA inh = qHTS Fluorescence Polarization Assay for Inhibitors of MLL CXXC domain - DNA interaction | Histone-lysine N-methyltransferase 2A (Homo sapiens), Q03164 | Potency, µM (doses to about 115 µM), for the others: at the top dose activity change, negative = inhibition, most hits filed as inhibitors | AID 2662, 2010 | MLL-CXXC / FITC-HOXA9 DNA fluorescence polarization | 290,000 tested, 0.037% active; active = well fitted inhibition curve with a large enough effect in the polarisation, with a control signal flat, not every such curve was filed as active; inconclusive = small, poorly fitted or top-dose-only effect, or effect the other way, or a change in a side signal; inactive = no such curve, though single readings can be large or run the other way; the % refers to the polarisation; note: potency is the fitted concentration of half-maximal effect
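Fluorescence polarization: 7 uM MLL-CXXC (stock) preincubated 5 min with compounds, then 50 nM fluorescein-HOX-A9 DNA (stock) added; 30 min ambient. Buffer 50 mM Tris-HCl pH 7.5, 50 mM NaCl, 1 mM DTT, 0.05% BSA.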
TCR act = Activators of T cell receptors: qHTS campaign | primary human leukocytes, anti-CD3, IL-2 HTRF, 48 h | Potency, µM (top dose mostly 9.22 µM), inactives show at the highest dose activation of IL-2 secretion, usual class: activators | 330,000 tested, under 10 active | AID 504894, 2011; note: % of control where 0% means no effect
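Activity was scored as IL-2 release from primary human leukocytes given only a TCR signal (a-CD3 beads) plus compound for 48 hr. Detection used a two-antibody HTRF format read at 665nm.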
p53 reactivator = qHTS assay for re-activators of p53 using a Luc reporter. H1299 p53-A138V BP100-luciferase reporter, luminescence, 24 h. Potency, µM (highest dose often 92.2 µM), for the others: top-dose activity change, positive = activation, usual class: activators. 320,000 tested, 0.063% active; note: potency is the fitted concentration of half-maximal effect; % of control where 0% means no effect; nearly all actives have a fitted effect of over 45% in size
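H1299 (p53-null), stable ts p53-A138V + BP100-Luc; 1000 cells/well, Opti-MEM/10% FBS; cpd 4 pt, 1:5; 24 h, 37 deg C, 5% CO2; detection reagent 10 min RT; luminescence.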
Integrin act MD = qHTS for Activators of Integrin-Mediated Alleviation for Muscular Dystrophy | alpha7betagal myoblasts, beta-gal FDG fluorescence, 48 h | Potency, µM (top dose mostly 38.3 µM), without a hit: at the highest dose activation, most hits filed as activators | 350,000 tested, 0.064% active | AID 624291, 2012;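 note: potency is the fitted concentration of half-maximal effect; 100% = response of the positive control SU9516; nearly all actives have a fitted effect of over 60% in size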
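alpha7betagal+/- myoblasts (passage 13, 250/well) treated 48 h at 37C with compounds at 1:260 dilution of DMSO stock. Lysed, then beta-galactosidase activity read as FDG fluorescence (ex 480/em 540) after 30 min, with pre-read for autofluorescence.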
PTAP TSG101 blk = qHTS Assay for Iinhibitors of HIV-1 Budding by Blocking the Interaction of PTAP/TSG101; Tumor susceptibility gene 101 protein (Homo sapiens), Q99816; Fluorescence polarization, FITC-PTAP peptide / Tsg101 binding; Potency, µM (doses to about 115 µM), for inactives: top-dose activity change, negative = inhibition, usual class: inhibitors; 340,000 tested, under 10 active; active = well fitted inhibition curve with a large enough effect in the main read-out, with a control signal flat, not every such curve was filed as active; inconclusive = small, poorly fitted or top-dose-only effect, or effect the other way, or a change in a side signal; inactive = no such curve, though single readings can be large or run the other way; note: potency is the fitted concentration of half-maximal effect; % of control where 0% means no effect
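Fluorescence anisotropy tracks displacement of a FITC-tagged PTAP peptide (50 nM) from the Tsg101 binding domain (10 uM), following a 20 min room-temperature incubation at pH 7.5.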
AT treatment = qHTS Assay for Identifying a Potential Treatment of Ataxia-Telangiectasia. […] A-T fibroblasts, KAP-1 phosphorylation AlphaLISA; neocarzinostatin DNA damage 30 min before lysis. Potency, µM (top dose mostly 57.5 µM), without a hit: at the top dose activation, usual class: activators. 320,000 tested, 0.19% active; note: potency is the fitted concentration of half-maximal effect; % of control where 0% means no effect; nearly all actives have a fitted effect of over 45% in size
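ATM-like activity read as KAP-1 phosphorylation via AlphaLISA donor/acceptor antibody pairs after lysis and 6 hr at 25C. Cells were ATM-null patient fibroblasts ([…], hTERT), dosed 60 min, then exposed to the DSB inducer NCS for 30 min.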
TRPV1 agonist = HTS Assay for Compounds that Act as Agonists of the Vanilloid Receptor 1; Transient receptor potential cation channel subfamily V member 1 (Homo sapiens), Q8NER1; TRPV1-expressing cells, Fluo-8 calcium influx, agonist mode; activation, % at 8.33 µM; 320,000 tested, 0.19% active; in the data active = activation above about 80%; inconclusive = between about 30% and that limit; note: 0% is about no effect
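Fluo-8 calcium influx in TRPV1-expressing cells, kinetic read (ex 480/em 520 nm). Compound added and read 3 min for agonist activity, followed by capsaicin at EC20 final and 2 min further read for enhancement.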
BRCA1 expr up = qHTS Assay to Identify Small Molecule Activators of BRCA1 Expression; 380,000 tested, 1.1% active; Potency, µM (doses to about 46.1 µM), without a hit: top-dose activation, most hits filed as activators; AID 624202, 2012; MCF7-BRCA1-FFLuc reporter, luminescence, 48 h; response scale: scaled: vehicle 0%, 10 µM genistein 100%; note: potency is the fitted concentration of half-maximal effect; nearly all actives have a fitted effect of over 80% in size; some results filed as inactive show a strong effect at the top dose
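Reporter cells (MCF7, BRCA1 promoter-firefly luciferase) received library compounds across a concentration series for 48 h. End-point luminescence was measured and concentration-effect curves derived after normalization.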
B2AR arrestin = qHTS assay of beta-arrestin-biased ligands of beta2-adrenergic receptor | Beta-2 adrenergic receptor (Homo sapiens), P07550 | beta-arrestin recruitment to beta2AR, cell-based reporter | Potency, µM (series often up to 46.1 µM), for inactives: top-dose activation, hits mostly activators | 330,000 tested, 0.02% active | AID 492947, 2010;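 note: potency is the fitted concentration of half-maximal effect; 0% = DMSO controls and full agonism = EC100 isoproterenol or metaproterenol; nearly all actives have a fitted effect of over 65% in size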
ELG1 repair inh = qHTS screen for small molecules that inhibit ELG1-dependent DNA repair in human embryonic kidney (HEK293T) cells expressing luciferase-tagged ELG1 | 330,000 tested, 2.3% active | HEK293T ELG1-luciferase reporter, luminescence, 16 h; DNA damage induced by 5-fluorouridine | Potency, µM (top dose mostly 46.1 µM), for the others: at the top dose activity change, negative = inhibition, most hits filed as inhibitors; note: potency is the fitted concentration of half-maximal effect; % is set by controls: 0 for no effect and ±100 for the full control effect; nearly all actives have a fitted effect of over 55% in size
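Luminescence from the luciferase reporter, measured 30 min after ONE-Glo reagent at room temperature, was the read-out. Beforehand, 2,000 cells per well were exposed for 16 hr at 37 °C to 5-fluorouridine together with compound or vehicle.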
The depositor's hits bear a star; ? = inconclusive; . = no result given; [ ] = another dose, or the depositor's remark. Unless noted, calls come from the whole dose curve; as a rule, active = well fitted curve in the direction sought with a large enough effect; inconclusive = small, poorly fitted or top-dose-only effect, or another doubt; inactive = no such curve, though single readings can be large; an effect the other way counts as inactive or inconclusive.

Order of values – MLL CXXC-DNA inh, TCR act, p53 reactivator, Integrin act MD, PTAP TSG101 blk, AT treatment, TRPV1 agonist, BRCA1 expr up, B2AR arrestin, ELG1 repair inh
> COC(=O)c1ccc(C(NC(=O)OCc2ccccc2)/C(F)=C/[C@@H](C)C(=O)O)cc1 (stereo partly specified)
    ., -4%, ., -4%, -2%, ., ., 10%, ., .
> Cc1cc(=O)c(C(=O)O)c(C)n1-c1ccccc1
    ., 0%, ., -4%, -1%, ., ., 11%, ., .
> COC(=O)C1=C(N)Oc2c(oc(CO)cc2=O)C1c1ccccc1F (stereo unspecified)
    2%, -2%, -7%, 1%, -4%, 2%, -1, -7%, -4.5%, 6%
> O=C(Nc1ccccc1)N1N=C(c2ccc(F)cc2)CC1c1ccc(F)cc1 (stereo unspecified)
    8%, 1%[46.1 µM], -7%, 6%, -2%, 1%, ?, -40%, 0.1%, -17%
> Clc1ncnc2c1oc1ccccc12
    6%, 7%, ?, 7%, -12%, -1%, 1, -18%, 0.0%, ?
> Brc1ccc2nc(N3CCCC3)sc2c1
    10%, -7%, ?, -11%, 0%, 7%, 2, ?, -0.1%, ?
> CC(Sc1nnc(CC(C)c2ccccc2)n1N)C(N)=O (stereo unspecified)
    36%[activator], -6%, -6%, -18%, -4%, 51%, 7, 4%, -1.5%, 11%
> CC1CCN(S(=O)(=O)c2cn(C)c(=O)n(C)c2=O)CC1
    2%, 10%, 4%, 6%, 2%, 2%, 3, -3%, -0.3%, 15%
> COc1ccc(Nc2nc(-c3cccs3)nc3ccccc23)cc1
    9%, 3%[46.1 µM], 0%, -8%, 0%, 6%, 29, -31%, 2.5%, ?
> CCCOc1ccc(-c2c(C(=O)N/N=C/c3ccncc3)nnn2-c2nonc2N)cc1
    -2%, 5%, -2%, -3%, -8%, -2%, ?, -17%, -0.8%, 19%
> CC(C)[C@H](NC(=O)c1ccccc1F)C(=O)NNC(=O)c1cccs1
    ., ., -3%, 14%, -3%, 2%, ., -2%, -0.7%, 6%
> CCOP(=O)(c1ccc(N(C)C)cc1)C(O)c1ccccc1OC (stereo unspecified)
    -5%, -2%, -8%, 17%, -7%, -4%, -1, 5%, -0.3%, -13%
> CCC(Oc1ccc(F)cc1)C(=O)N1CCCCCCC1 (stereo unspecified)
    0%, 1%, ., 23%, -5%, -1%, 4, -12%, -0.1%, -7%
> COc1cccc(CNS(=O)(=O)c2ccc3c(c2)CCN3C(=O)C2CC2)c1
    0%, -3%, -6%, -8%, 0%, -1%, 4, -21%, 0.3%, ?
> Cc1cccc(-c2nnc(-c3cccc(NC(=O)Cc4cccs4)c3)o2)c1
    2%, -1%, 3%, -20%, -1%, -6%, 15, 13µM*, 0.2%, ?
> CCCCn1c(CNC(C)=O)nc2ccccc21
    7%, 3%, 7%, -12%, -1%, -6%, -1, 0%, -0.4%, 11%
> O=C(O)c1nn(-c2ccccc2-c2n[nH]c(=O)[nH]c2=O)c(=O)[nH]c1=O
    6%, ., 1%, ., ., -1%, -4, ., -0.7%, 8%
> O=C(NCCN1CCOCC1)c1ccccc1Cl
    11%, -2%, 18%, 9%, -5%, -8%, 3, 7%, 13%, 13%
> COc1cccc(-c2cc(C(=O)Nc3c(C)nn(Cc4ccccc4)c3C)no2)c1
    2%, ., -30%, -2%[7.66 µM], -7%, -7%, -1, -30%, -0.1%, 21µM*
> CCCOc1ccc(N2C(=O)CC(SCC(N)C(=O)OCC)C2=O)cc1 (stereo unspecified)
    3%, -42%, -5%, 6%, 0%, 2%, -2, -4%, 0.4%, -4%

In the list so far, 3 contain a COOH group:
Order of values – MLL CXXC-DNA inh, TCR act, p53 reactivator, Integrin act MD, PTAP TSG101 blk, AT treatment, TRPV1 agonist, BRCA1 expr up, B2AR arrestin, ELG1 repair inh
> COC(=O)c1ccc(C(NC(=O)OCc2ccccc2)/C(F)=C/[C@@H](C)C(=O)O)cc1 (stereo partly specified)
    ., -4%, ., -4%, -2%, ., ., 10%, ., .
> Cc1cc(=O)c(C(=O)O)c(C)n1-c1ccccc1
    ., 0%, ., -4%, -1%, ., ., 11%, ., .
> O=C(O)c1nn(-c2ccccc2-c2n[nH]c(=O)[nH]c2=O)c(=O)[nH]c1=O
    6%, ., 1%, ., ., -1%, -4, ., -0.7%, 8%

The listing continues.
Order of values – MLL CXXC-DNA inh, TCR act, p53 reactivator, Integrin act MD, PTAP TSG101 blk, AT treatment, TRPV1 agonist, BRCA1 expr up, B2AR arrestin, ELG1 repair inh
> C=CCN1C(=O)/C(=C\C=C2\N(C)c3ccccc3C2(C)C)SC1=S
    ?, 0%[46.1 µM], 9%, -22%, ?, -1%, 11, 14%, -1.1%, -4%
> Cc1cc(Br)ccc1OCCCCN1CCC(C)CC1
    10%, 1%[46.1 µM], -18%, -40%, -1%, 2%, 1, -52%, -0.4%, -2%
> Nc1nnc(SCc2ccc(Cl)cc2)s1
    -7%, -3%[46.1 µM], 14%, -1%, -4%, -2%, 8, 71%, 0.3%, ?
> CCCC(=O)c1c(C)c2ccccc2n1C
    5%, ., 7%, 0%, -10%, -3%, 2, 38%, -3.8%, ?
> COCc1ccc(C(=O)Nc2ccc(C(=O)O)cc2)o1
    -16%, -3%, 7%, 14%, 0%, -4%, 1, 50%, -0.6%, ?
> CCCNNC(=O)C(O)(c1cccc(C)c1)c1cccc(C)c1
    3%, 2%[46.1 µM], -12%, 25%, -1%, 4%, 3, 2%, -0.6%, -5%
> O=C1CCC(c2ccccc2)N1c1ccccc1 (stereo unspecified)
    ., -1%, ., 32%, -2%, ., ., -23%, ., .
> Cc1ccn2c(=O)c(NC(=O)c3ccc(Br)o3)c(C)nc2c1
    ., -3%, 3%, 0%, -4%, -4%, 0, 1%, -0.1%, 14%
> Cc1ccc(OCC(O)CN2CCN(Cc3ccc4c(c3)OCO4)CC2)cc1C (stereo unspecified)
    1%, 2%[46.1 µM], -3%, -9%, -2%, -1%, -1, -18%, -2.8%, -15%
> Cc1ccccc1CN(c1ccc(C(=O)NCCC2=CCCCC2)cc1)S(C)(=O)=O
    -1%, 2%, 3%, 15%, -4%, -4%, 0, -50%, -0.1%, -19%
> O=S1(=O)CCO[C@H]2Cc3ccccc3[C@H]2N1Cc1cccc(Cl)c1
    4%, -5%, ., 26%, 1%, 12%, 14, 1%, 0.5%, ?
> Cc1cc(C)nc(NS(=O)(=O)c2ccc(N=NN(C)C)cc2)n1
    -2%, 6%, -5%, -2%, -5%, 1%, -4, -2%, -0.3%, -11%
> CCc1ccc(NC(=O)CCc2nnc3ccc(N4CCCC4)nn23)cc1
    10%, 10%, -2%, -14%, 11%, 0%, 1, -24%, -0.3%, -2%
> COc1cccc(OC)c1CN(C)C(=O)c1cnccc1C(F)(F)F
    -10%, 4%, -3%, -29%, -2%, -7%, ., 5%, 0.0%, -4%
> CC1(C)CC2C1CCC1(O)CC2(C)CCC1N(O)c1ccc(C(=O)NCCO)cn1 (stereo unspecified)
    ., -1%, 22%, -17%, 0%, 9%, 6, -68%, 0.1%, -1%
> CC(On1nnc2ccccc21)C(=O)N1CCN(Cc2ccccc2)CC1 (stereo unspecified)
    2%, -10%, 10%, 23%, 1%, 4%, 11, 19%, 0.2%, 3%
> C#CCOCCOCCOCCNc1nc(OC)nc(N2CCN(C(=O)[C@H](CCC(=O)O)n3cc(C(N)CO)nn3)CC2)n1 (stereo partly specified)
    ., -1%, 4%, 20%, ., -1%, -1, 7%, 0.3%, 6%
> CCOC(=O)C1(CCOc2ccccc2)CCN(Cc2ccc(OCCO)cc2)CC1
    -8%, ., -2%, -36%, -2%, 3%, 6, -24%, -0.4%, ?
> CN(C(=O)CC1C(=O)NCCN1Cc1cccc(F)c1F)C1CCOCC1 (stereo unspecified)
    -4%, -5%, -1%, 0%, -1%, -4%, -2, -8%, -0.2%, -1%
> Cc1cc(C(F)(F)F)nn1CC(=O)NCC1CCCO1 (stereo unspecified)
    -11%, ., -8%, -13%[7.66 µM], -4%, -1%, -4, 12%, -0.2%, -3%

Full records from above. Values in the order: MLL CXXC-DNA inh	TCR act	p53 reactivator	Integrin act MD	PTAP TSG101 blk	AT treatment	TRPV1 agonist	BRCA1 expr up	B2AR arrestin	ELG1 repair inh
`Nc1nnc(SCc2ccc(Cl)cc2)s1` as listed: -7%	-3%[46.1 µM]	14%	-1%	-4%	-2%	8	71%	0.3%	?
`CCOC(=O)C1(CCOc2ccccc2)CCN(Cc2ccc(OCCO)cc2)CC1` as listed: -8%	.	-2%	-36%	-2%	3%	6	-24%	-0.4%	?
